# Screening results: PubChem BioAssay, several laboratories
# 5HT1E ag: activates the human 5-HT1E serotonin receptor; P28566; hit rate 0.69% among 65,000; activation, % at 6 µM; CHO 5-HT1E Ga15 NFAT-bla reporter, FRET; 0% DMSO wells, 100% control agonist wells;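 active means activation above a set limit, the screen-wide mean activation plus 3 SD, cut at about 8.5% in these data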;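 further: 100% = positive control agonist at 1 µM giving full maximal response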
# HER2 expr 66K: inhibitors of human Her2 kinase expression; HER2 level % of control, % at 10 µM; hit rate 0.69% among 65,000; SKBR-3 HER2 protein level, AlphaScreen, 18-24 h; hits give low values; P04626;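 active means HER2 level under 5% of the carrier-only control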;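 further: 100% = DMSO carrier and 0% = 500 nM PU-H71 HSP90 inhibitor; lower value means stronger loss of Her2 protein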
# Target sequence (P04626 whole entry, looked up): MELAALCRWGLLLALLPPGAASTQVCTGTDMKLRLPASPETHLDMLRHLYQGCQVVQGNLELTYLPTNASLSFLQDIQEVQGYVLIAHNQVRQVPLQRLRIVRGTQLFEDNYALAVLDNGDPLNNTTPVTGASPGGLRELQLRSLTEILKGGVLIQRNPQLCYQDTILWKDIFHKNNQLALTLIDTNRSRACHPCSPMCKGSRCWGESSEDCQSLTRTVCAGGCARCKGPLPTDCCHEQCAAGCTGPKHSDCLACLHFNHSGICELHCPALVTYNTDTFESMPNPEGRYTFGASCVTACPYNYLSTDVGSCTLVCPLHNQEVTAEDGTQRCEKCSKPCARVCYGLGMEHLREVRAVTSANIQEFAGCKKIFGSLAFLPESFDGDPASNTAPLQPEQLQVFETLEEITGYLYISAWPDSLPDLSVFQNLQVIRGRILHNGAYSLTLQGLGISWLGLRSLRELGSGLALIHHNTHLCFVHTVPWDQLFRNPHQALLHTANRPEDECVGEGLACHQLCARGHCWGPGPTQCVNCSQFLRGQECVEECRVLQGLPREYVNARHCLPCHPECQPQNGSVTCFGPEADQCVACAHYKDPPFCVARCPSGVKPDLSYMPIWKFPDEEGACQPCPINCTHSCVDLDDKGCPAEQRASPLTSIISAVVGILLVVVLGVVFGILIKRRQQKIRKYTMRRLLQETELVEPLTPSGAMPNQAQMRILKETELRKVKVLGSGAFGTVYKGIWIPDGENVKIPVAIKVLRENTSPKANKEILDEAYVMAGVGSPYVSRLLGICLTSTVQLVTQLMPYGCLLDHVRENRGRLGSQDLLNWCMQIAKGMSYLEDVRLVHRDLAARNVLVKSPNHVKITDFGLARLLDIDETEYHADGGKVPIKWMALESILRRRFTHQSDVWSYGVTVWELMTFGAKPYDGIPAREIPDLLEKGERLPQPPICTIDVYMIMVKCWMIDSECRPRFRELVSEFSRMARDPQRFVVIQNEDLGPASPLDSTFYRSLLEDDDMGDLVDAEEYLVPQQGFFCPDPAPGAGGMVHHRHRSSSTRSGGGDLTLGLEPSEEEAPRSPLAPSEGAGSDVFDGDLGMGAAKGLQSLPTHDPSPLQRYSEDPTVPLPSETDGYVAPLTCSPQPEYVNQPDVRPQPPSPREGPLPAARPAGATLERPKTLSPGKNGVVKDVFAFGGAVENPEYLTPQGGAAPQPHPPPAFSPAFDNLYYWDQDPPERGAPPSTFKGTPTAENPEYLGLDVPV
# S1P1 ag pot: S1P1 (human) agonism or agonism potentiation; AID 449; S1P1 CRE-bla cells, forskolin, beta-lactamase FRET, potentiator mode; S1P1 agonist co-added at EC20, 2 nM; 100% = saturating reference agonist, 0% = basal; activation, % at 9.5 µM; P21453; hit rate 0.57% among 56,000;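 active means activation above a cutoff set at the mean activation of all tested compounds plus 3 SD, cut at about 54% in these data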;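 further: forskolin at 4 µM as EC80 and the EC20 agonist is SEW2871; 100% = SEW2871 at its EC100 plus forskolin at EC80; some compounds past the cut are filed as inactive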
# Fluor 339 460: intrinsic fluorescence of library compounds, ex339/em460 – biochemical, MLSMR library, data from DPM-DC assay, artefact control, profiling panel | compound autofluorescence, ex339/em460 nm, NADH buffer; hits give high values; 1 = no-compound wells, NADH background | fluorescence fold increase at 10 µM | hit rate 5.5% among 65,000 | AID 709;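 active means at 10 µM, mean starting fluorescence two-fold or more over control wells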;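 further: signal is the first read of a kinetic run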
# S1P3 ag: S1P3 (human) receptor agonism. Q99500. S1P3 NFAT-BLA reporter cells, FRET ratio; relative to 1 µM S1P, basal subtracted. activation, % at 4.5 µM. hit rate 0.1% among 60,000;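 active means activation above the screen-wide mean plus 3 SD, cut at about 4.5% in these data, passing the limit was not always enough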; further: some compounds called inactive have numbers as strong as hits
#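 Assay system: CHO cells stably expressing human S1P3, Gα16 and NFAT-β-lactamase reporter. Timing: overnight plating, 4 h compound 37 °C, 2 h substrate RT. Signal: β-lactamase FRET emission ratio 460/535 nm. Measure: percent activation versus median 1 µM S1P response, basal-subtracted, per plate. Repeats: primary screen single test, confirmation screen in triplicate.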
# MMP13 inh: blocks human MMP13 activity; inhibition, % at 4 µM; AID 570; MMP-13 fTHP FRET cleavage, Mca fluorescence; hit rate 0.07% among 65,000; P45452;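 active means inhibition above the mean of compound-free control plate wells plus 3 SD, cut at about 14% in these data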;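 further: 0% = DMSO wells and 100% = wells with reference MMP-13 inhibitor after basal subtraction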
# 5-HT1A blocker: 5-HT1a (human) receptor antagonism | hit rate 0.68% among 62,000 | AID 612 | inhibition, % at 10 µM | CHO 5-HT1a Ga15 NFAT-bla reporter, antagonist mode;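 active means inhibition above the mean of all tested compounds plus 3 SD, cut at about 43% in these data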;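 further: receptor stimulated by 5-CT agonist at 100 nM near EC80; beta-lactamase reporter measured by ratiometric fluorescence of a cleavable substrate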
# A340 absorber: absorbance at 340 nm; compound absorbance at 340 nm, fold over control; 65,000 tested, under 10 active; fold change at 10 µM;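 active means at 10 µM dose, initial 340 nm absorbance at least 2 fold that of control wells; inactive means change under 2 fold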;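 further: initial absorbance extrapolated from kinetic A340 decline of NADH oxidation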
# 5HT1E antag: blocks the human 5-HT1E serotonin receptor; P28566; hit rate 0.99% among 65,000; inhibition, % at 6 µM; AID 571; CHO 5-HT1E Ga15 NFAT-bla reporter, FRET, antagonist;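 active means inhibition above a set limit, the mean inhibition across every tested compound plus 3 SD, cut at about 29% in these data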;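 further: signal is the 460 over 535 nm emission ratio of beta-lactamase substrate; 0% = agonist plus DMSO wells and 100% = wells without agonist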
# The depositor's hits bear a star; . = no result given; [ ] = dose if it differs, or a comment.
5HT1E ag,S1P3 ag,SMILES,S1P1 ag pot,5HT1E antag,5-HT1A blocker,A340 absorber,MMP13 inh,Fluor 339 460,HER2 expr 66K
-0.9,-2.1,CC1(C)CC(=O)C=C(NCCN2CCN(C(=O)Nc3ccc(Cl)cc3)CC2)C1,2,-2,4,1,4,1.1,106
-0.4,-0.3,COc1ccc(NC2CC(=O)NC2=O)cc1 (configuration not stated),-12,3,4,1,8,1.1,97
0.7,-0.8,Cc1ccc(-c2oc3ncnc(N)c3c2-c2ccc(C)cc2)cc1,-13,0,-4,1.1,-86[fluorescence artefact?],3.5*,123
-0.2,-0.8,COc1ccc(C2CC(c3cccc(OC)c3OC)n3nnnc3N2)cc1 (configuration not stated),-8,2,-6,1.1,2,1.1,78
-0.8,-1.1,Cc1ccc(S(=O)(=O)N(CC(=O)N2CCC(C(N)=O)CC2)Cc2ccc(F)cc2)cc1,.,1,1,0.99,1,0.97,77
0.3,-0.1,CCOc1ccc(C)cc1S(=O)(=O)n1ccc(C)n1,.,-11,3,0.98,4,1,100
0.4,-1.4,c1ccc(C2C3=C(Nc4ncnn42)c2ccccc2CCC3)cc1 (configuration not stated),-13,0,14,1,3,1.1,82
-0.1,0.2,Cc1nnc2sc(-c3ccc(NC(=O)c4cccnc4)cc3)nn12,.,1,9,1.1,0,1.1,134
3.5,-0.2,CCOC(=O)c1cc(-c2ccc3c(c2)OCCO3)nc2c1c(C)nn2CCC#N,-16,26,20,1.1,-21,4.9*,108
-1.3,-0.7,Cc1ccc(C(=O)Nc2nnn(C)n2)cc1,9,17,5,1,2,1.1,98
-0.3,-0.4,CCOC(=O)Cc1csc(NC(=O)CSc2nc(C)cc(=O)[nH]2)n1,26,4,12,1,-1,1,112
0.8,-0.9,CCOc1cccc(C2c3c(oc4cc(C)c(C)cc4c3=O)C(=O)N2CCCN(C)C)c1 (configuration not stated),4,12,4,1.1,0,1.1,96
1.2,-0.1,O=c1cc(N2CCN(c3ccc(F)cc3)CC2)[nH]c(=O)n1C1CCCCC1,-15,-12,-12,1,1,1.1,70
-0.6,-0.7,Cc1ccc(C(=O)NCCCC(=O)O)o1,.,-2,-4,1,4,1.1,83
-1.1,-1.3,CCCCS(=O)CC(CS(=O)CCCC)OC(=O)c1ccccc1 (configuration not stated),0,-6,6,1,3,1.1,114
-0.3,-1.5,Cn1nnc(NC(=O)c2ccccc2F)n1,-19,-4,5,1,1,1.1,87
-0.9,-1.3,Cc1noc(C)c1C(=O)Nc1cccnc1,-9,-7,5,1,-3,1.1,96
0.6,-0.8,CC(=O)CCc1c(C)c2cc(C)ccc2[nH]c1=O,10,1,-10,1.1,3,1.4,96
-0.5,-0.9,O=C(COC(=O)c1ccccc1O)Nc1ccc(OC(F)F)cc1,-11,-9,-3,1,-1,1.1,77
0.9,.,COc1ccc(CCNC(=O)CN(c2ccc(OC)c(OC)c2)S(C)(=O)=O)cc1,.,7,2,1,4,1.1,109
0.1,0.0,CC(NC(=O)CCNS(=O)(=O)c1ccc2c(c1)c(=O)n(C)c(=O)n2C)c1ccccc1 (configuration not stated),-20,-2,-1,0.99,-2,1.1,121
0.7,-0.5,CCn1c(CC(C)C)n[nH]c1=S,-11,-5,-4,1,1,1.1,78
0.2,.,CCOC(=O)CSc1nc2cc(C(=O)NCc3ccco3)ccc2c(=O)n1-c1ccc(F)cc1,.,12,-5,1,6,1.1,101
-0.9,-0.6,NS(=O)(=O)c1ccc(NC(=O)CN2CCN(Cc3ccccc3)CC2)cc1,.,6,2,1.1,4,1,85
-0.6,-0.7,C=CCOc1cccc(C2C(C(=O)c3ccc(C)o3)=C(O)C(=O)N2Cc2ccncc2)c1 (configuration not stated),10,-2,11,1.1,1,1.2,128
-0.3,-1.5,O=S1(=O)CCN2C=Nc3sc4c(c3C2=N1)CCCC4,-7,0,0,1,2,1.1,99
-0.8,.,COc1ccc(C(=O)C2CCN(C(=O)c3ccco3)CC2)cc1,.,16,0,0.99,-4,1.1,102
0.4,0.4,CCOC(=O)Cn1cc(C(=O)C2CC2)c2ccccc21,3,6,14,1,8,1.1,102
-0.2,-0.7,O=C(CC1CCCCC1)N1CCN(c2ccccn2)CC1,0,1,3,1,-12,1.3,91
-0.9,1.4,CN(CC(=O)O)S(=O)(=O)c1cccs1,-6,-11,0,1,-2,1,68
0.3,0.3,Clc1ccc(-c2nnc(SCc3cn4ccsc4n3)n2CC2CCCO2)cc1 (configuration not stated),-8,-5,-12,1,-2,1.1,74
0.2,-0.8,COc1ccc(-c2noc(CCCC(=O)O)n2)cc1,0,7,11,0.99,-3,1,148
0.6,-0.5,Cc1cc(SCC(=O)N2CCC(c3noc4ccc(F)cc34)CC2)nc2ccccc12,.,8,-4,1.1,1,1.2,90
1.7,.,CCN(CC)CCn1c(NCc2cccc(OC)c2)nc2ccccc21,.,-10,8,1.1,2,1.1,98
-0.1,0.3,CCS(=O)(=O)N1CCC(C(=O)NCc2ccco2)CC1,-35,-4,1,1,4,1.1,102
-1.1,-1.0,O=C(CSc1ncnc2ccccc12)N1CCN(c2ccccc2)CC1,-13,11,15,1,0,1.1,82

# Compounds from the list above that have an NH in an aromatic ring (four):
5HT1E ag,S1P3 ag,SMILES,S1P1 ag pot,5HT1E antag,5-HT1A blocker,A340 absorber,MMP13 inh,Fluor 339 460,HER2 expr 66K
-0.3,-0.4,CCOC(=O)Cc1csc(NC(=O)CSc2nc(C)cc(=O)[nH]2)n1,26,4,12,1,-1,1,112
1.2,-0.1,O=c1cc(N2CCN(c3ccc(F)cc3)CC2)[nH]c(=O)n1C1CCCCC1,-15,-12,-12,1,1,1.1,70
0.6,-0.8,CC(=O)CCc1c(C)c2cc(C)ccc2[nH]c1=O,10,1,-10,1.1,3,1.4,96
0.7,-0.5,CCn1c(CC(C)C)n[nH]c1=S,-11,-5,-4,1,1,1.1,78

# Next compounds follow:
5HT1E ag,S1P3 ag,SMILES,S1P1 ag pot,5HT1E antag,5-HT1A blocker,A340 absorber,MMP13 inh,Fluor 339 460,HER2 expr 66K
1.1,0.5,Cc1csc2ncc(C(=O)Nc3ccc4c(c3)OCCO4)c(=O)n12,-7,-8,-12,1.2,1,1.3,77
0.4,-0.6,CC(=O)Oc1ccc(-c2nc(-c3cccnc3)no2)cc1,0,1,0,1,0,1.1,79
0.7,1.7,COCCn1c(=N)c(C(=O)NCCc2ccccc2)cc2c(=O)n3cccc(C)c3nc21,-2,-13,1,1.1,-208[fluorescence artefact?],2.5*,94
-0.4,-1.0,O=C(Nn1cnc2ccccc2c1=O)c1ccccc1Cl,0,2,-2,1,2,1.1,89
-0.2,-0.6,CCCn1c(=N)n(CC(=O)C(C)(C)C)c2ccccc21,12,-1,4,1,-15,1,121
0.0,-0.3,COc1ccc(Cl)cc1N(CC(=O)Nc1ccccc1SC)S(C)(=O)=O,9,0,8,1,4,1.1,94
0.0,-0.9,Cc1nc2cncc(Br)c2n1C,-18,5,10,1,2,1.1,103
0.9,-1.7,Cc1ccnc(NC2c3ccccc3C(=O)N2Cc2ccccc2Cl)c1 (configuration not stated),4,1,4,1,5,1.1,110
1.9,0.6,COC(=O)c1ccc(N2CCN(C)CC2)c(NC(=O)c2cc3ccccc3o2)c1,-21,-7,-4,1,2,1.1,42
-0.3,-1.1,COc1ccccc1C(=O)Nc1ccc2c(c1)nc(CN1CCN(C(C)=O)CC1)n2C,.,-4,-9,1,5,1.1,104
-0.8,-1.2,COc1cccc(C2=NOC(C(=O)N3CCN(c4ccccc4)CC3)C2)c1OC (configuration not stated),-7,9,-7,0.98,-1,0.98,94
0.1,.,COc1cc(OC)cc(C(=O)Nc2cccc(C(C)=O)c2)c1,.,-10,-9,1,6,1.1,89
0.4,-1.0,O=C(NCCCN1CCCC1)c1ccc(CS(=O)(=O)c2ccc(Br)cc2)o1,-13,2,7,1,6,1.1,96
-0.3,-0.5,CC(C)(C)C(=O)CNS(=O)(=O)c1ccc(S(=O)(=O)NC2CCCC2)cc1,2,-2,-22,1,3,1,65
1.0,-0.8,O=C(Cn1nc(C(F)(F)F)c2c1CCCCC2)N1CCOCC1,-6,-6,-13,0.96,3,1.1,152
0.4,-0.4,CCOC(=O)C(NC(=O)c1ccc(OC)cc1)(OCC1(CC)COC1)C(F)(F)F (configuration not stated),-3,5,-14,1,-1,1.1,93
-0.1,0.3,CCOC(=O)C1CCCN(c2c(N3CCc4ccccc4C3)c(=O)c2=O)C1 (configuration not stated),-16,-3,-5,1.1,0,1.1,88
-2.4,-1.5,CSc1nnc(NC(=O)c2ccc(C)c(S(=O)(=O)N3CCOCC3)c2)s1,7,2,3,1.2,1,1,65
-0.2,0.0,C=CCn1c(SCC(O)Cn2c3ccccc3c3ccccc32)nnc1-c1ccco1 (configuration not stated),-7,-5,8,1,1,1.1,77
-0.2,-1.0,CS(=O)(=O)N1CCC(C(=O)NCc2ccc(F)cc2Cl)CC1,10,-10,-21,1,-5,1.1,99
0.3,.,COc1ccccc1N1CCN(C(CNS(=O)(=O)c2ccccc2)c2cccnc2)CC1 (configuration not stated),.,-10,-6,1,4,1.1,45
1.7,-1.9,CC1(C)Cc2nc3oc4c(NCc5ccccc5)ncnc4c3cc2CO1,-7,23,-12,1,-201[fluorescence artefact?],3.8*,87
-0.4,-0.2,O=C(c1cc2ccccc2oc1=O)N1CCN(Cc2ccc3c(c2)OCO3)CC1,0,-2,-1,1.1,-7,1.1,106
0.6,-0.5,O=C1CN(c2nc3ccccc3n3cnnc23)CC(=O)N1CCc1ccccc1,-4,-8,-18,0.99,0,1,66
0.0,0.1,CCC1Oc2ccc(C)cc2N(CC(=O)NCCc2ccc(OC)c(OC)c2)C1=O (configuration not stated),-5,2,17,1,2,1.1,104
0.4,0.2,CC(NC(=O)Cn1nc(C(=O)O)c2ccccc2c1=O)c1ccccc1 (configuration not stated),4,-2,-7,0.98,3,1,76
1.1,-2.0,Oc1c(CN2CCCCC2)cc(Br)c2cccnc12,15,41*,47*,1.1,4,1.1,31
-0.1,-0.5,CCCCOc1ccc(C(=O)N2CCC(C)CC2)cc1,-12,4,2,0.99,0,1,91
0.4,-1.0,Cc1ccc(CCNc2ccccc2)c[n+]1[O-],-13,-7,1,1,5,1,99
0.6,-0.5,COc1ccc(CN2CC(C(=O)NCc3ccccn3)CC2=O)cc1 (configuration not stated),-5,-6,0,0.98,-2,1.1,90
-0.3,-0.9,CN(C)CCCNC(=O)C1CCNCC1,4,-10,0,1,-6,1.1,95
8.0,0.0,CC(=O)N1CCc2cc(C(=O)CN3CCN(c4ccccc4F)CC3)ccc21,-1,-6,0,1.1,2,1.1,95
-0.1,.,O=C(CCS(=O)(=O)c1cccc2nsnc12)N1CC(=O)N(CCc2ccccc2)C(=O)C1,.,-1,-16,1.1,-4,1.1,85
0.4,-0.9,COc1ccc2[nH]c(=O)c(CN(C3CCCCC3)C(c3nnnn3Cc3ccco3)C(C)C)cc2c1 (configuration not stated),17,-7,6,1,-2,1.2,85
